Kir21 block: blocks the mouse Kir2.1 inward-rectifier potassium channel; P35561; HEK293-Kir2.1, FluxOR thallium flux fluorescence; hits give low values; B-score at 10 µM; actives 0.85% (n = 310,000); AID 1672;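 active = fluorescence ratio B-score at or below minus 3 SD of library scores, with starting-brightness B-score within 2 SD, cut at about -4.2 in these data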;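 note: channel flux triggered by added potassium and thallium sulfate stimulus; B-score of peak minus minimum fluorescence over baseline after thallium stimulus; more negative B-score means stronger Kir2.1 block with less thallium influx; some compounds called inactive have numbers as strong as hits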
Target sequence (P35561 whole entry, looked up): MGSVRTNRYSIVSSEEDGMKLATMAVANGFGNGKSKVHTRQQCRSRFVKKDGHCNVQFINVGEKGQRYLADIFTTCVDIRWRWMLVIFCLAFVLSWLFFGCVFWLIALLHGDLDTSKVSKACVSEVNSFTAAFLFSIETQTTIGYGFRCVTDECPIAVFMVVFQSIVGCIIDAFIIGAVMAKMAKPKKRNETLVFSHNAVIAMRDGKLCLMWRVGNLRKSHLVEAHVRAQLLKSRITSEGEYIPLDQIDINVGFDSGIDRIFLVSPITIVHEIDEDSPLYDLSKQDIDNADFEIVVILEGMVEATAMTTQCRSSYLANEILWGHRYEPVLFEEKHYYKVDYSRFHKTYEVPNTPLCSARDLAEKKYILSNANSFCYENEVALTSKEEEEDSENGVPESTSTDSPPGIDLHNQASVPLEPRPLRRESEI
KCNQ2 inh: KCNQ2 channel blockers in CHO-K1 cells – cell-based, FluxOR thallium flux, B-score, primary screen (AID 2156). actives 1.1% (n = 310,000). B-score at 10 µM. 20 min; hits give low values. O88943;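 active = fluorescence ratio B-score at most minus 3 library SDs, with starting brightness B-score within 2 library SDs, cut at about -5.5 in these data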
STK33 inh: human STK33 kinase inhibition. Q9BYT3. purified STK33, MBP phosphorylation, ADP-Glo luminescence. inhibition, % at 10 µM. actives 0.073% (n = 320,000);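 active = inhibition at or above 25%, using the most active replicate where run in duplicate; inactive = inhibition below 25%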
Target sequence (Q9BYT3 whole entry, looked up): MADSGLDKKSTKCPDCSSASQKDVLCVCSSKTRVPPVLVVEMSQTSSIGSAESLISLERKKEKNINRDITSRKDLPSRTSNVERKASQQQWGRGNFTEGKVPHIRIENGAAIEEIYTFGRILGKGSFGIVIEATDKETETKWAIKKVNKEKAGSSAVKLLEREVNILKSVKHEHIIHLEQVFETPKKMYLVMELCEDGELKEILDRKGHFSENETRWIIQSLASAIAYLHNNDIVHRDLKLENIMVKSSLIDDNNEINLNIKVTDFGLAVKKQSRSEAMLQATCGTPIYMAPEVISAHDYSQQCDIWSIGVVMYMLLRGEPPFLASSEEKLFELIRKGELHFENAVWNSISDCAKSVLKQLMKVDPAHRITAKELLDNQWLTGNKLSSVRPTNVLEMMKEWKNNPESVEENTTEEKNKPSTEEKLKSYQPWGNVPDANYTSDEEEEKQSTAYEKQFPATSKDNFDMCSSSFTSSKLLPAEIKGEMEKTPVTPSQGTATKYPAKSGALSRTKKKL
An asterisk follows results filed as active; i = inactive; . = no result given.

The line under a structure holds: Kir21 block, KCNQ2 inh, STK33 inh
CC(NS(=O)(=O)OCC(Cl)(Cl)Cl)c1ccc(Br)cc1 (stereo not given)
 : -7.11*, i, -2.1
OCCN(Cc1ccccc1)CC(O)COc1ccc2c(c1)OCO2 (stereo not given)
 : -0.89, i, -0.9
COC(=O)c1cc(NC(=O)c2cccs2)ccc1N1CCOCC1
 : 0.77, i, 0.4
Cc1[nH]c(=S)[nH]c(=O)c1Cc1ccc(OCC(C)C)cc1
 : 1.1, i, -1.3
C1COCCNCCOCCOCCN1
 : -1.99, i, -0.6
COc1ccc(-n2nnnc2SCC(=O)N2CCOCC2)cc1
 : -0.05, i, -0.9
Fc1ccc(OCCOCCOc2cccc3[nH]ccc23)cc1
 : -0.53, i, -2.7
O=C(COC(=O)c1ccccc1Br)NCCc1ccc(F)cc1
 : -0.5, i, 1.1
CS(=O)(=O)N1CCCC(C(=O)NCCCN2CCN(Cc3ccccc3)CC2)C1 (stereo not given)
 : -0.07, i, 0.3
CC(C)(C)c1ccc(C(=O)NCCCN2CCN(CCCNC(=O)c3ccc(C(C)(C)C)cc3)CC2)cc1
 : -2.54, i, -0.3
O=C(O)c1ccc(N2CCCCCC2)c(N2C(=O)c3ccccc3C2=O)c1
 : -1.46, i, -1.5
NC(=O)Cc1ncc(C(F)(F)F)cc1Cl
 : 0.69, i, -0.7
CC(C)(C)OC(=O)NCCC(=O)N/N=C/c1cccc2cccnc12
 : 2.21, i, -1.1
Cc1ccc(CN(C)c2nc(-c3cccnc3)nc3ccccc23)o1
 : 0.13, i, 4.0
Cc1ccc(C(=O)CC2(O)C(=O)N(Cc3ccc4c(c3)OCO4)c3ccccc32)cc1 (stereo not given)
 : -1.46, i, 1.5
O=C(CSc1nnnn1C1CCCCC1)NCc1cccs1
 : -1.96, i, .
Cc1ccc(N(CC(=O)N2CCc3ccccc32)C2=NC(=O)CS2)cc1
 : 0.72, i, -0.4
COc1cccc(CNS(=O)(=O)/C=C/c2ccc3c(c2)OCO3)c1
 : -2.41, i, 0.5
Cc1ccc(-c2nnc(Oc3cccc(C)c3)c3ccccc23)cc1
 : 0.57, i, -0.4
CC(Sc1nc(O)c(-c2ccccc2)c(=O)[nH]1)C(=O)Nc1ccc(Cl)cc1 (stereo not given)
 : 0.93, i, 0.2
COCCN(CCOC)C(=O)c1cc2c(=O)n3ccccc3nc2s1
 : 0.8, i, -0.7
CCc1ccc(OC)c(S(=O)(=O)Nc2ccccc2C)c1
 : -2.27, i, -1.0
CCOC(=O)CSc1nnc(-c2ccncc2)o1
 : -0.5, i, -2.2
COc1cc(Cl)cc2c1Sc1ccccc1/C2=C/CCN(C)C
 : -12.7*, -7*, 1.2
O=C(CC(=O)Nc1ccccc1F)Nc1ccccc1F
 : 2.15, i, -0.3
CC1CCc2nc3ccccc3c(C(=O)OCC(=O)NC3CCS(=O)(=O)C3)c2C1 (stereo not given)
 : -1.88, i, 2.1
Cc1ccc(-c2csc3nc(C)n(N)c(=O)c23)cc1
 : -0.37, i, -2.8
C=CCNCCOCCOc1ccc(Cl)cc1C(C)(C)C
 : -10.9*, i, -1.9
CCOc1ccc(NS(=O)(=O)c2ccc(C(=O)NCc3ccccn3)cc2)cc1
 : 0.18, i, -2.5
O=c1c2cn[nH]c2[nH]c(=S)n1-c1cccc2ccccc12
 : -0.48, i, -0.9
CC(C)(C)C(=O)Nc1ccc(S(=O)(=O)c2ccc(NC(=O)C(C)(C)C)cc2)cc1
 : -0.9, i, -1.5
O=C(COC(=O)C1CC2C=CC1C2)Nc1cccc(S(=O)(=O)N2CCCCC2)c1 (stereo not given)
 : -0.27, i, .
COc1ccc(CNC(=O)c2ccc3c(c2)N(C)CCS3)cc1
 : -0.8, i, -0.1
COc1cccc(NC(=O)CSc2nnc(Cn3nnc4ccccc43)n2C)c1
 : -0.03, i, 0.9
Cc1cccc2nc(CNC(=O)CC3C(=O)NCCN3Cc3cccc(F)c3)cn12 (stereo not given)
 : 0.6, i, -0.3
Cc1ccccc1NC(=O)Nc1nnc(CC(=O)NCc2ccccc2)s1
 : 0.82, i, -0.5
CCOc1c(Nc2ccc(C(C)C)cc2)c(=O)c1=O
 : -0.39, i, -1.3
O=C(c1cccs1)N(Cc1ccco1)Cc1cc2ccccc2[nH]c1=O
 : -0.46, i, -1.0
COc1cc(C(=S)N2CCCC2)ccc1OCc1ccc(C)cc1
 : -1.13, i, -4.4
COC(=O)Cn1c(=NC(=O)c2ccc(OC)cc2)sc2cc(OC)ccc21
 : 0.75, i, -0.8
CCC1(C)Cc2c(sc3c2c(=O)n(C)c2nnc(SCC(=O)c4ccccc4)n32)CO1 (stereo not given)
 : -0.07, i, 1.5
COc1ccc(CN2[C@@H](CC(C)=O)c3ccc(/C=C/C(C)=O)cc3S2(=O)=O)cc1
 : -1.47, i, 0.3
COc1ccc(CCNC(=O)CCCCCN2C(=O)[C@@H]3Cc4ccccc4CN3C2=O)cc1OC
 : -0.25, i, 0.2
Cc1nn(CC(=O)Nc2ccc3c(c2)OCO3)c(C)c1[N+](=O)[O-]
 : -0.56, i, -2.5
Cc1ccc(Nc2nc(N)nc(CN3CCN(C)CC3)n2)cc1
 : 0.35, i, -0.9
Cc1nc(N2CCN(c3ccccn3)CC2)c2c(C)c(C(=O)Nc3ccc(F)cc3F)sc2n1
 : -1.93, i, -1.2
CCOc1cc(OCC)cc(C(=O)Nc2cccc(C(C)=O)c2)c1
 : 0.65, i, -1.4
CC1CCCC(C)N1C(=O)COc1ccc(F)cc1 (stereo not given)
 : 0.02, i, -1.0
COc1ccc(CNC[C@@H](CCCCN(C)Cc2ccc(OC)cc2)N2C[C@H](c3ccccc3)N(CCc3ccc(Cl)c(Cl)c3)C(=O)C2=O)cc1
 : -3.64, i, 0.1
COc1ccc([N+](=O)[O-])c(OC)c1C(=O)NC(=O)Nc1c(F)c(F)c(F)c(F)c1F
 : 0.33, i, -0.6
CN(C)CCCC1Sc2ccccc2Sc2ccccc21 (stereo not given)
 : -4.78*, i, 0.4
CSCCC(NC(=O)c1ccccc1Br)C(=O)NCC1CCCCC1 (stereo not given)
 : -0.02, i, -0.4
Cc1ccccc1NC(=O)c1snc2c(=O)[nH]cnc12
 : 0.25, i, -0.4
O=C1CCCCN1CCc1c[nH]c2ccccc12
 : -1, i, -1.1
CC(=O)Nc1ccccc1NC(=O)C/C(C)=N/NC(=O)C(=O)N1CCCCC1
 : -0.31, i, 0.1
COc1ccc(-c2csc(NS(=O)(=O)c3ccc([N+](=O)[O-])cc3)n2)cc1
 : -0.88, i, -0.3
COc1ccc(OC)c(/C=N/NC(=O)CCc2ccc(O)c(O)c2)c1
 : -1.5, i, 0.2
Cc1c(C(=O)Nc2ccccc2)sc2nc(-c3ccccc3)cn12
 : -0.59, i, -0.8
O=C(N1CCOCC1)N(CCN1CCOCC1)Cc1cccc2ccccc12
 : 0.34, i, 0.2
CC1Cc2nc(SCC(=O)NCC3CCCO3)n(C)c(=O)c2S1 (stereo not given)
 : 0.04, i, -0.6

In another format: 7 of the compounds above
| Compound | Kir21 block | KCNQ2 inh | STK33 inh |
| --- | --- | --- | --- |
| Cc1ccc(Nc2nc(N)nc(CN3CCN(C)CC3)n2)cc1 | 0.35 | i | -0.9 |
| Cc1nc(N2CCN(c3ccccn3)CC2)c2c(C)c(C(=O)Nc3ccc(F)cc3F)sc2n1 | -1.93 | i | -1.2 |
| CCOc1cc(OCC)cc(C(=O)Nc2cccc(C(C)=O)c2)c1 | 0.65 | i | -1.4 |
| CC1CCCC(C)N1C(=O)COc1ccc(F)cc1 (stereo not given) | 0.02 | i | -1.0 |
| COc1ccc(CNC[C@@H](CCCCN(C)Cc2ccc(OC)cc2)N2C[C@H](c3ccccc3)N(CCc3ccc(Cl)c(Cl)c3)C(=O)C2=O)cc1 | -3.64 | i | 0.1 |
| COc1ccc([N+](=O)[O-])c(OC)c1C(=O)NC(=O)Nc1c(F)c(F)c(F)c(F)c1F | 0.33 | i | -0.6 |
| CN(C)CCCC1Sc2ccccc2Sc2ccccc21 (stereo not given) | -4.78* | i | 0.4 |

Next entries follow:
The line under a structure holds: Kir21 block, KCNQ2 inh, STK33 inh
CCc1cccc2c(C(=O)CSc3nncn3-c3ccc(OC)cc3)c[nH]c12
 : -0.67, i, -2.3
NS(=O)(=O)c1ccc(NC(=O)C2CCCN(S(=O)(=O)c3ccc(F)cc3)C2)cc1 (stereo not given)
 : -0.32, i, 0.3
Cc1nn(C2CCS(=O)(=O)C2)c(Cl)c1/C=C/C(=O)OCC(=O)N(C)C (stereo not given)
 : -0.19, i, -0.9
CC(C)(C)C(=O)CSc1ncnc2sc3c(c12)CCC3
 : 1.31, i, -1.0
C=CCn1c(SCC(=O)NC2CCS(=O)(=O)C2)nnc1-c1cc2c(s1)CCC(CC)C2 (stereo not given)
 : -0.1, i, -2.3
COc1ccc(OC)c(NC(=O)c2ccc3c(c2)C(=O)N(c2ccc(OC(C)=O)cc2)C3=O)c1
 : 0.34, i, -0.5
CC1Cc2cc(/C(O)=C3/C(=O)C(=O)N(CCCN(C)C)C3c3ccncc3)ccc2O1 (stereo not given)
 : -0.01, i, .
Cc1ccc(NC(=O)C(C)OC(=O)Cc2c[nH]c3ccccc23)cc1S(=O)(=O)N1CCOCC1 (stereo not given)
 : -1.01, i, -1.0
COc1ccccc1N1CCN(C(c2ccc(N(C)C)cc2)c2nnnn2CCc2ccccc2)CC1 (stereo not given)
 : -1.46, i, -1.7
CCCCc1cc(=O)oc2cc(C)cc(OCC(=O)NCc3ccncc3)c12
 : -1.68, i, -0.3
CCC12CN(C(=O)c3ccc(OC)cc3)CC(CC)(CN(C(=O)c3ccc(OC)cc3)C1)C2=O
 : 0.75, i, -1.2
Cc1c(NC(=O)C(C)OC(=O)c2cccc(S(=O)(=O)N3CCOCC3)c2)c(=O)n(-c2ccccc2)n1C (stereo not given)
 : 0.99, i, -1.3
CCOc1ccc(NC(=S)N(CCc2c(C)[nH]c3ccc(C)cc23)Cc2cccnc2)cc1
 : 0.1, i, 1.7
C=CCn1c(SCc2cc(=O)n3ccsc3n2)nc2ccccc2c1=O
 : -1.09, i, 0.5
Cc1ccc(OCCNC(=O)/C=C/c2ccccc2)cc1C
 : 0.53, i, -0.3
COc1ccc(C(=O)C[n+]2cccc3cc(OC)ccc32)cc1
 : -1.54, i, -1.2
CC(=O)c1cccc(NC(=O)N2CCCC2C(=O)NC2CCCCC2)c1 (stereo not given)
 : -0.24, i, -0.6
CCOC(=O)c1cc2sc(C)cc2n1CCCN1C(=O)c2ccccc2C1=O
 : 0.06, i, 0.2
Cc1cccc(C)c1NC(=S)Nc1c(C)n(C)n(-c2ccccc2)c1=O
 : 1.51, i, -1.3
COc1ccc(C2C(C(=O)c3ccccc3)=C(C)Nc3nc4ccccc4n32)c(OC)c1 (stereo not given)
 : -1.16, i, 1.4
CCOC(=O)c1sc(SC)nc1N
 : -0.26, i, -0.7
Cc1cc(O)c(C2=Nc3ccccc3SC(c3ccc(Cl)cc3)C2)c(=O)o1 (stereo not given)
 : -0.09, i, -0.1
Cc1ccc(NC(=O)CSc2sc3c(O)cc(=O)[nH]c3c2C#N)cc1C
 : 0.19, i, 0.9
CC(C)NC(=O)CCS(=O)(=O)c1cccc2nonc12
 : 0.97, i, -0.2
O=C(Nc1ccc(Cl)cc1C(=O)NCc1cccnc1)c1ccc(Cl)cc1Cl
 : 0.59, i, 2.4
CCOc1ccc2c3c(c(=O)oc2c1OCC)CCCC3
 : 3.13, i, 0.3
CC(C)Cn1c(SCC(=O)N(C)c2c(N)n(Cc3ccccc3)c(=O)[nH]c2=O)nc2ccccc21
 : 0.28, i, -1.1
CC(C)c1ccc(/C=N/NC(=O)C2CCCC2)cc1
 : -1.14, i, 0.6
CCOC(=O)c1ccc2c(c1)N(CC(=O)N1CCCCC1)C(=O)C(C)(C)O2
 : -0.09, i, -0.2
CCOC(=O)c1c(NC(=O)C2C3CCC(O3)C2C(=O)O)sc2c1CCCC2 (stereo not given)
 : 0.08, i, -1.4
COC(=O)Cn1c2ccc(Cl)cc2c2nc(C)sc21
 : -0.44, i, -0.8
COc1ccc(-c2cc(C(F)(F)F)nc(N3CCOCC3)n2)cc1OC
 : 0.97, i, -0.3
COc1ccccc1CNC(=O)c1ccc(-c2ccccc2C(F)(F)F)o1
 : -0.72, i, 0.1
O=C(NCCc1ccccc1)c1ccc2c(c1)N(Cc1ccccc1)C(=O)CS2=O (stereo not given)
 : -1.03, i, -0.2
CC(=O)Nc1nc(SCC(=O)Nc2nnc(C)s2)[nH]c(=O)c1NC(=O)c1cccs1
 : -0.05, i, 0.9
COc1cccc(/C=N/n2nnnc2N)c1O
 : 0.92, i, -0.5
CC1(C)CC(=O)c2cc(C(=O)Nn3cnnc3)c(=O)n(-c3ccccc3)c2C1
 : -1.35, i, -1.0
O=c1nc(-c2ccccc2)c(-c2ccccc2)n[nH]1
 : -0.63, i, -0.5
CC(=O)Nc1cc2ccccc2oc1=O
 : -0.56, i, -0.3
COc1ccc(-n2c(=S)[nH]c3cc(C(=O)NCc4ccccc4)ccc3c2=O)c(OC)c1
 : 2.57, i, -0.1

Printed as active in KCNQ2 inh (from the list above):
The line under a structure holds: Kir21 block, KCNQ2 inh, STK33 inh
COc1cc(Cl)cc2c1Sc1ccccc1/C2=C/CCN(C)C
 : -12.7*, -7*, 1.2
